CaV13 ICDI inh: Disruptors of the CACNA1D IQ motif to Ca2+-dependent inactivation inhibitor domain association, primary screening, Förster resonance energy transfer in intact living … | HEK cells, CFP/YFP FRET ICDI-IQ, plate reader, 10 min; percent FRET-ratio fall versus neutral wells | inhibition, % at 12.3 µM | 340,000 tested, 0.098% active;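 active means mean replicate inhibition of at least 30% and at least 1% of replicates passing that level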;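 further: 0% = median of the neutral control wells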
HTR2A ag: mouse Htr2a agonists via beta-arrestin recruitment, primary screen, cell-based, luminescence. 5-hydroxytryptamine receptor 2A (Mus musculus), P35363. CHO-K1 mHTR2A beta-arrestin complementation; percent of 30 µM serotonin response. activation, % at 7.6 µM. 360,000 tested, 0.66% active;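 active means activation above a run cutoff, the mean activation of all tested compounds plus 3 SD, cut at about 14% in these data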;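 further: 0% = plate median of compound wells and 100% = 30 µM serotonin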
Target sequence (P35363 whole entry, looked up): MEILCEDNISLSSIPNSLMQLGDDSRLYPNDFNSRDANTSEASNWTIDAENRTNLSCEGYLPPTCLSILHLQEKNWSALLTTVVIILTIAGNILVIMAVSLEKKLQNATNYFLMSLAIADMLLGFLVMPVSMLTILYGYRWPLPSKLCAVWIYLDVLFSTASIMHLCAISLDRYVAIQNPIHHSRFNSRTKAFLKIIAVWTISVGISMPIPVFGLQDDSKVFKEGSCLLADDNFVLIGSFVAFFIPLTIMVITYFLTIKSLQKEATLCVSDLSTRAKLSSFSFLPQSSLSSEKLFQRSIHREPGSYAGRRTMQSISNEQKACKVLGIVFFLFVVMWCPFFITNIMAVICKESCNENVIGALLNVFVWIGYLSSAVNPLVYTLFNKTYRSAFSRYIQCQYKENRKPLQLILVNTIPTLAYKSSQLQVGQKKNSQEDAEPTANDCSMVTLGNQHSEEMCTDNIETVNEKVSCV
Shn3 inh set2: reduction of Shn3 3'UTR firefly luciferase signal, primary screen, Schnurri-3 inhibitor project, cell-based, Clone20 osteoblasts, set 2 | Clone20 osteoblast Shn3 3'UTR firefly luciferase, 24 h | AID 588674, 2011 | 360,000 tested, 0.52% active | inhibition, % at 12.5 µM;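 active means mean inhibition of at least 75% with every replicate also reaching 75%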;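 further: 0% = median of neutral control wells and 100% = pilot-screen positive control compound; some compounds past the cut are filed as inactive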
TRPM1 prom inh: inhibitors of MITF-dependent TRPM1 promoter reporter, primary screen, cell-based, SK-MEL-5, single point, luciferase | SK-MEL-5 TRPM1 promoter luciferase, 24 h | 330,000 tested, 0.83% active | AID 488899, 2010 | inhibition, % at 12.5 µM;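 active means mean inhibition across replicates of 60% or more, whatever share of single replicates reaches that level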; further: values of inactives mirror those of a sister screen read the other way
HIF-2a block: HIF-2a reporter inhibitors, primary screen, luminescence, 786-0 RCC cells; 360,000 tested, 0.72% active; inhibition, % at 18.8 µM; 786-0 RCC cells HIF-2a reporter, luciferase luminescence, overnight;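 active means inhibition of the luminescence signal of 40% or more relative to plate controls, in a single-dose primary screen at 18.75 µM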
iPSC survival up: enhancers of single-cell hiPSC survival, primary screen, ATPlite luminescence; 100% = ROCK inhibitor wells, 0% = DMSO; survival enhancement, % at 20 µM; 360,000 tested, 0.044% active; in the data active means survival enhancement above about 18%;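 further: cells exposed to compounds for 16 hours before the ATP read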
NR2E3 ag-1: NR2E3 agonists in two-hybrid cells, primary screen, cell-based, luminescence, CHO-S, Gal4-NCOR/VP16-NR2E3; Photoreceptor-specific nuclear receptor (Homo sapiens), Q9Y5X4; luciferase; inhibition of corepressor binding, % at 3.98 µM; 360,000 tested, 0.35% active; AID 602229, 2012;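 active means inhibition above the mean of all tested compounds plus 3 SD, cut at about 70% in these data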;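 further: 0% = DMSO with NR2E3 transfected cells and 100% = cells lacking NR2E3 construct; higher means lower luciferase signal from less NR2E3 corepressor binding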
Target sequence (Q9Y5X4 whole entry, looked up, the tested form may be a part): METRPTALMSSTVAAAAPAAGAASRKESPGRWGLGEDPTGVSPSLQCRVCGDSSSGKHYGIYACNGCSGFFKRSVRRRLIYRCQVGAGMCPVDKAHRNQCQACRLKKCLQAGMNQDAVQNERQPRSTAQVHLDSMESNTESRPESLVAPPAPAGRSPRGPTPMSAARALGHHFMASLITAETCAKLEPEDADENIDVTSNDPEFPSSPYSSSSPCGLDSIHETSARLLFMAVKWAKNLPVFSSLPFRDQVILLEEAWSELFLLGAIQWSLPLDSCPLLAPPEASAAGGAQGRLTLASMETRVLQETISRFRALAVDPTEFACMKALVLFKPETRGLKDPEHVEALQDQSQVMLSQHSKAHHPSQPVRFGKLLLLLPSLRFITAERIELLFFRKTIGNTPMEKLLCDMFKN
NR2E3 ag-2: inhibitors of NR2E3-RetCOR corepressor binding, primary screen, NR2E3 agonist project, biochemical, TR-FRET, GST-NR2E3, biotin-RetCOR; Photoreceptor-specific nuclear receptor (Homo sapiens), Q9Y5X4; 1536-well; inhibition of corepressor binding, % at 4.78 µM; 320,000 tested, 0.12% active; AID 2300, 2010;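 active means percent inhibition above the cutoff of mean plus 3 SD of all tested compounds, set per screening campaign, cut at about 20% in these data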;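 further: 0% = DMSO wells and 100% = biotin wells as full block of FRET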
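Format: 1536-well format; test system: GST-NR2E3 and biotin-RetCOR proteins; read-out basis: percent inhibition of TR-FRET ratio; timing: 5 h incubation at 4 °C; detection: time-resolved FRET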
* = called active by the depositor. An excerpt; count on the stated rates, not on these rows.

How did O=C1NC(=O)N(c2ccccc2)C(=O)/C1=C\c1ccc([N+](=O)[O-])o1 do in these assays?
NR2E3 ag-2: 5

Results for COc1ccccc1Cn1c(SCC(=O)C(C)(C)C)nc2cc(C(=O)N3CCC4(CC3)OCCO4)ccc2c1=O ?
NR2E3 ag-2: -4

What do the screens show for `CCCCN1C(=O)/C(=C/c2ccc(N3CCCCCC3)cc2)C(=O)NC1=S`?
NR2E3 ag-2: 4

Results for COC1CC(OC2CCC3(C)C(CCC4C3CCC3(C)C(C5=CC(=O)OC5)C(OC(C)=O)CC43O)C2)OC(C)C1OC1OC(COC2OC(CO)C(O)C(O)C2O)C(O)C(O)C1O (centres undefined) ?
NR2E3 ag-2: 2

Results for CN1/C(=C\C=C\C2=[N+](C)c3ccc4ccccc4c3C2(C)C)C(C)(C)c2ccccc21 ?
NR2E3 ag-2: -4

What do the screens show for `FC(F)(F)c1cccc(N2CCNCC2)c1`?
NR2E3 ag-2: 2

How did Cc1ccc(N2C(=O)NC(=O)/C(=C\c3ccsc3)C2=O)cc1C do in these assays?
NR2E3 ag-2: -4

How did CNCCc1ccccc1 do in these assays?
NR2E3 ag-2: 1

Results for Cc1nc2c(c(=O)[nH]1)C(c1ccccc1Cl)c1c(c3ccccc3oc1=O)O2 (centres undefined) ?
NR2E3 ag-2: -4

How did C[N+]1(CCC(C(N)=O)(c2ccccc2)c2ccccc2)CCCCC1 do in these assays?
NR2E3 ag-2: 3

How did Oc1ccc(C(=C(Cl)Cl)c2ccc(O)cc2)cc1 do in these assays?
NR2E3 ag-2: 0

How did CCCNC(=O)c1c(N)n(Cc2ccco2)c2nc3ccccc3nc12 do in these assays?
NR2E3 ag-2: 1

Results for CCCCn1c(=O)c(C(=O)Nc2nnc(C(C)C)s2)c(O)c2ccccc21 ?
NR2E3 ag-2: -2

Results for COc1cc2c(cc1OC)-c1c(OC)c(OC)c(OC)c3ccnc(c13)C2=O ?
NR2E3 ag-2: -6

Results for Cc1nc2c(c(=O)[nH]1)C(c1ccc([N+](=O)[O-])cc1)c1c(c3ccccc3oc1=O)O2 (centres undefined) ?
NR2E3 ag-2: -3

Results for CCCCCCn1c(O)c(C=NC2CCCCC2N)c(=O)[nH]c1=O (centres undefined) ?
NR2E3 ag-2: 4

Results for N#CC(C#N)=Cc1ccc(-c2ccccc2)o1 ?
NR2E3 ag-2: 0

What do the screens show for `Cc1ccsc1C(=O)C1CCCN(Cc2cnc(N(C)C)s2)C1` (centres undefined)?
NR2E3 ag-2: 2

How did NC(CC(=O)O)C1CCCCC1 (centres undefined) do in these assays?
NR2E3 ag-2: 2

What do the screens show for `C=C(C)CN1CC[C@]23c4c5ccc(O)c4O[C@H]2c2[nH]c4ccccc4c2C[C@@]3(O)C1C5`?
NR2E3 ag-2: 0

What do the screens show for `Cc1[nH]c2c(Cl)cccc2c1CCN`?
NR2E3 ag-2: -4

How did COc1ccc(N2C(=O)NC(=O)/C(=C/c3ccc4c(c3)Cc3ccccc3-4)C2=O)cc1 do in these assays?
NR2E3 ag-2: 0

What do the screens show for `CCC/C=C(\CCC)C(NP(=O)(c1ccccc1)c1ccccc1)c1ccccc1` (centres undefined)?
NR2E3 ag-2: 0

How did CC(=O)c1ccccc1NC(=O)C1C2CCC(O2)C1C(=O)O (centres undefined) do in these assays?
NR2E3 ag-2: 2

What do the screens show for `CC1(C)C(=O)C=C[C@]2(C)[C@H]3CC[C@@]4(C)[C@H](c5ccoc5)OC(=O)[C@H]5O[C@]54[C@]3(C)[C@H](O)C[C@@H]12`?
NR2E3 ag-2: 4

How did NCCc1c[nH]c2ccc(F)cc12 do in these assays?
Shn3 inh set2: -11; NR2E3 ag-2: 5

How did O=C1C=Cc2ccccc2C1=O do in these assays?
Shn3 inh set2: 0; NR2E3 ag-2: 4

Results for Cc1cc(N2CCNC[C@H]2C)ccc1N1CCN[C@H](C)C1 ?
CaV13 ICDI inh: -11

Results for CN1CCC2(CC1)NC(=O)c1ccccc1N2 ?
CaV13 ICDI inh: -2

What do the screens show for `Brc1ccc2c(c1)-n1nncc1CNC2`?
CaV13 ICDI inh: -4

How did Cc1cc(N2CCNC[C@@H]2C)ccc1N1CC[C@@H](O)C1 do in these assays?
CaV13 ICDI inh: -7

How did CN1CC[C@@H]2CN[C@H](c3ccccc3)C[C@@H]21 do in these assays?
CaV13 ICDI inh: -5

What do the screens show for `C[C@H](Cc1ccc(OCC(=O)O)cc1)NC[C@H](O)c1cccc(Cl)c1`?
CaV13 ICDI inh: -5

What do the screens show for `CC(=O)NCC1=C(c2ccc(S(C)(=O)=O)cc2)C[C@@H]2CC[C@H]1N2CCOc1ccccc1`?
CaV13 ICDI inh: -5

What do the screens show for `COc1ccc2nc(-c3ccc(CN4CCC(n5c(=O)[nH]c6cc(Cl)ccc65)CC4)cc3)c(-c3ccccc3)nc2c1`?
CaV13 ICDI inh: -15

How did C[C@H]1CNCCN1c1ccc(N2CC[C@H](O)C2)c(C#N)c1 do in these assays?
CaV13 ICDI inh: -8

What do the screens show for `O=C(NCCN1CCC2(CC1)C(=O)NCN2c1ccccc1)c1ccc(Cl)c(Cl)c1`?
CaV13 ICDI inh: -14

Results for COc1cc(OC)cc(C(=O)NCCN2CCC3(CC2)C(=O)NCN3c2ccccc2)c1 ?
CaV13 ICDI inh: -11

How did O=C(NCCN1CCC2(CC1)C(=O)NCN2c1ccccc1)c1ccc(F)cc1 do in these assays?
CaV13 ICDI inh: -12

How did C[C@H]1CN([C@@H](C)CO)C(=O)CCCn2cc(nn2)CO[C@@H]1CN(C)C(=O)Oc1cccc2ccccc12 do in these assays?
CaV13 ICDI inh: -5

Taken from the listing (13 entries):
What do the screens show for `CC1(C)C(=O)C=C[C@]2(C)[C@H]3CC[C@@]4(C)[C@H](c5ccoc5)OC(=O)[C@H]5O[C@]54[C@]3(C)[C@H](O)C[C@@H]12`?
NR2E3 ag-2: 4

How did NCCc1c[nH]c2ccc(F)cc12 do in these assays?
Shn3 inh set2: -11; NR2E3 ag-2: 5

How did O=C1C=Cc2ccccc2C1=O do in these assays?
Shn3 inh set2: 0; NR2E3 ag-2: 4

Results for Cc1cc(N2CCNC[C@H]2C)ccc1N1CCN[C@H](C)C1 ?
CaV13 ICDI inh: -11

Results for CN1CCC2(CC1)NC(=O)c1ccccc1N2 ?
CaV13 ICDI inh: -2

What do the screens show for `Brc1ccc2c(c1)-n1nncc1CNC2`?
CaV13 ICDI inh: -4

How did Cc1cc(N2CCNC[C@@H]2C)ccc1N1CC[C@@H](O)C1 do in these assays?
CaV13 ICDI inh: -7

How did CN1CC[C@@H]2CN[C@H](c3ccccc3)C[C@@H]21 do in these assays?
CaV13 ICDI inh: -5

What do the screens show for `C[C@H](Cc1ccc(OCC(=O)O)cc1)NC[C@H](O)c1cccc(Cl)c1`?
CaV13 ICDI inh: -5

What do the screens show for `CC(=O)NCC1=C(c2ccc(S(C)(=O)=O)cc2)C[C@@H]2CC[C@H]1N2CCOc1ccccc1`?
CaV13 ICDI inh: -5

What do the screens show for `COc1ccc2nc(-c3ccc(CN4CCC(n5c(=O)[nH]c6cc(Cl)ccc65)CC4)cc3)c(-c3ccccc3)nc2c1`?
CaV13 ICDI inh: -15

How did C[C@H]1CNCCN1c1ccc(N2CC[C@H](O)C2)c(C#N)c1 do in these assays?
CaV13 ICDI inh: -8

What do the screens show for `O=C(NCCN1CCC2(CC1)C(=O)NCN2c1ccccc1)c1ccc(Cl)c(Cl)c1`?
CaV13 ICDI inh: -14

More records.
How did O=C(NC1CCCCC1)N1Cc2cc(Br)ccc2-n2nncc2C1 do in these assays?
CaV13 ICDI inh: -5

What do the screens show for `O=C(NCCN1CCC2(CC1)C(=O)NCN2c1ccccc1)C(c1ccccc1)c1ccccc1`?
CaV13 ICDI inh: -11

How did O=C(Nc1cccc(Cl)c1)c1c(O)c2c(n(Cc3ccco3)c1=O)CCCC2 do in these assays?
CaV13 ICDI inh: -4; NR2E3 ag-2: -1

What do the screens show for `CCOc1cc(C=C2C(=O)NC(=O)NC2=O)cc([N+](=O)[O-])c1O`?
CaV13 ICDI inh: 0; NR2E3 ag-2: 2

Results for O=c1c2ccccc2[nH]c(=S)n1-c1cccnc1 ?
CaV13 ICDI inh: -2; NR2E3 ag-2: 4

Results for O=C(C1CCCN(S(=O)(=O)c2cccc3nsnc23)C1)N1CCC2(CC1)OCCO2 (centres undefined) ?
CaV13 ICDI inh: -6; NR2E3 ag-2: -4

How did CCCCCn1c(N)c(C(=O)NCc2cccs2)c2nc3ccccc3nc21 do in these assays?
CaV13 ICDI inh: -9; NR2E3 ag-2: 3

How did COc1ccc(-[n+]2c(-c3ccccc3)cc(-c3ccccc3)cc2-c2ccccc2)cc1 do in these assays?
CaV13 ICDI inh: -6; NR2E3 ag-2: 1

How did CC(C)c1ccc(N2C(=O)NC(=O)/C(=C\C=C\c3ccco3)C2=O)cc1 do in these assays?
CaV13 ICDI inh: -10; NR2E3 ag-2: 4

Results for CCOC(=O)C1=CC(=C2C(=O)N(CC)C(=S)N(CC)C2=O)c2ccccc2O1 ?
CaV13 ICDI inh: -12; NR2E3 ag-2: -1

How did CC1(C)OC(c2ccccc2)=C/C(=C/C=C2C(=O)NC(=S)NC2=O)O1 do in these assays?
CaV13 ICDI inh: -7; NR2E3 ag-2: 0

Results for COc1cccc(N2C(=O)NC(=O)/C(=C/c3ccc4c5c(cccc35)CC4)C2=O)c1 ?
CaV13 ICDI inh: -3; NR2E3 ag-2: 1

What do the screens show for `O=c1[nH]c(=S)n(C2CC2)c(O)c1C=NCCc1ccccc1`?
CaV13 ICDI inh: -13; NR2E3 ag-2: -3

Results for Cc1ccc(-n2c(O)c(/C=N/Nc3ccccc3)c(=O)[nH]c2=O)cc1C ?
CaV13 ICDI inh: -12; NR2E3 ag-2: -4

How did CC(C)n1c(=O)c(C=Nc2ccc(Cl)cc2)c(O)n(Cc2ccco2)c1=O do in these assays?
CaV13 ICDI inh: -18; NR2E3 ag-2: 1

How did O=C1NC(=O)N(c2ccccc2F)C(=O)/C1=C/c1cn(CC(=O)N2CCOCC2)c2ccccc12 do in these assays?
CaV13 ICDI inh: -4; NR2E3 ag-2: 9

Results for CCCCCOc1ccc(C)cc1CN(CCCl)CCCl ?
CaV13 ICDI inh: -3; TRPM1 prom inh: 36; NR2E3 ag-2: 6

What do the screens show for `Cc1ccc(C(O)(C(=O)OC(C)C)C(O)c2ccc(F)cc2)cc1` (centres undefined)?
CaV13 ICDI inh: -4; HTR2A ag: 1; HIF-2a block: 2

What do the screens show for `COOCC1(C(=O)OC)C[C@H](c2ccc(OC)cc2)N(Cc2ccccc2OC)[C@@H]1c1ccccc1C` (some centres undefined)?
CaV13 ICDI inh: -11; HTR2A ag: -6; HIF-2a block: 4

How did Cc1nc2cc(OC(=O)N(C)Cc3cccc(-c4ccncc4)c3)ccc2s1 do in these assays?
HTR2A ag: 20*; HIF-2a block: -26; iPSC survival up: -0.3; NR2E3 ag-1: 67

Compound activity as filed in PubChem.
